# Screening data as filed in PubChem BioAssay.
# Akt phos inh: inhibitors of Akt phosphorylation; activity change, % for hits at 50 µM; hit rate 0.32% among 360,000; Neuro2A IGF-stimulated pAkt S473 HTRF, 20 min; stronger effect = lower value; in the data active = activity change below about -80%; inconclusive = mostly about -51% to -80%; also: % is scaled to controls: 0 for no effect and ±100 for the full control effect
#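 Single-point screen (50 µM final compound) in Neuro2A cells stimulated 20 min with 6 nM IGF at 37 deg C. After lysis, Ser473-phosphorylated Akt read by HTRF (ex 330 nm, em 615/665 nm) as the 665/615 ratio.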
# Abeta rescue: A-beta toxicity reversal in yeast; yeast expressing A-beta42, growth rescue, OD600, 48 h; response scale: 0% DMSO, 100% iron-clioquinol control; AID 1347071; Potency, µM (series often up to 46.1 µM), inactives show at the top dose growth rescue, hits mostly activators; hit rate 0.063% among 410,000; also: potency is read from the fitted curve at half-maximal effect; nearly all actives have a fitted effect of over 55% in size
#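 Growth rescue measured by 600 nm absorbance after 48 h yeast culture at 30 C with compound. Values normalized between DMSO and an equimolar ferric chloride plus clioquinol control.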
# aSyn rescue: rescues yeast growth from alpha-synuclein toxicity; Yeast expressing alpha-synuclein, growth rescue, BacTiter-Glo, 24 h; Potency, µM (top dose mostly 46.1 µM), inactives show at the top dose growth rescue (activation), usual class: activators; hit rate 0.14% among 370,000; AID 652106; also: potency is read from the fitted curve at half-maximal effect; % of control where 0% means no effect; nearly all actives have a fitted effect of over 65% in size
#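 Rescue of yeast growth: cells expressing toxic alpha-synuclein, induced in galactose at OD600 0.02, incubated with compound 24 h at 30 C. ATP luminescence quantified growth; inhibitors of toxicity appear as activators.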
# GLP-1R inv ag: GLP-1 receptor (human) inverse agonism; HEK293 GLP-1R CRE-luciferase, luminescence, 24 h; GLP-1R form is constitutively active; hit rate 1.6% among 410,000; Potency, µM (titrated, usually from 38.3 µM), inactives show top-dose activity change, negative = inhibition, hits mostly inhibitors; also: potency is read from the fitted curve at half-maximal effect; % is scaled to controls: 0 for no effect and ±100 for the full control effect; nearly all actives have a fitted effect of over 55% in size
# Target sequence (P43220 whole entry, looked up): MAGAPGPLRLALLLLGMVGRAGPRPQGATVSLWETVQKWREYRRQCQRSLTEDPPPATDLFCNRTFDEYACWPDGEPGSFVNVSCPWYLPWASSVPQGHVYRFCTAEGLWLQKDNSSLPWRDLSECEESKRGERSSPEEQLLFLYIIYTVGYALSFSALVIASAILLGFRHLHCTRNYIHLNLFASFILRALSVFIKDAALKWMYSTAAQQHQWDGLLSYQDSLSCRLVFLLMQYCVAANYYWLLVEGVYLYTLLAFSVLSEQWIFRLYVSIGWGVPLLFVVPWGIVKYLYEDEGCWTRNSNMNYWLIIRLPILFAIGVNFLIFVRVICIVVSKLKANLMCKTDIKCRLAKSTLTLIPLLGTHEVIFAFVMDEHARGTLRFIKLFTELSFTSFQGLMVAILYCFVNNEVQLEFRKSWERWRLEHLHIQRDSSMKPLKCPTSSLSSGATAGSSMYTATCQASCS
#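 Using stably transfected HEK293 (constitutively active GLP-1R, cAMP-luciferase reporter), compounds were incubated 24 hr and luciferase measured by luminescence.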
# D3 antag: D3 dopamine receptor (human) antagonism; P35462; D3R cells, DiscoveRx beta-arrestin luminescence, antagonist mode; stronger effect = lower value; max response, negative = inhibition, %; hit rate 2.5% among 360,000; AID 652054; in the data active = max response below about -50%; inconclusive = no clear call, values can overlap the other calls; also: % is scaled to controls: 0 for no effect and ±100 for the full control effect; mostly tested at two doses, the higher about 12 µM
#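 Cells expressing the human receptor were seeded at 1500 cells/well, incubated overnight at 37 degrees C in 5% CO2, then exposed to library compounds with dopamine controls for 90 minutes at 37 degrees C before luminescent detection.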
# TDP-43 yeast inh: TDP-43 toxicity inhibition in yeast. TDP-43 expressing yeast growth rescue, BacTiter-Glo, 24 h. Potency, µM (highest dose often 46.1 µM), inactives show at the highest dose growth rescue (activation), actives largely listed as activators. hit rate 1.8% among 410,000; also: potency is read from the fitted curve at half-maximal effect; % of control where 0% means no effect; nearly all actives have a fitted effect of over 50% in size
#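 Luminescence from BacTiter-Glo reports growth of TDP-43-expressing yeast after 24 hr at 30 deg C with compound. Cells were raffinose-pregrown to mid-log, then seeded in galactose medium at OD600=0.02.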
# PTHR1 agonist: agonists of human PTHR1 parathyroid hormone receptor | HEK293 GP2 PTHR1 cells, GloSensor cAMP luminescence, 1 h | Potency, µM (top dose mostly 115 µM), for inactives: at the highest dose activation, most hits filed as activators | hit rate 0.075% among 410,000 | AID 743266; also: potency is read from the fitted curve at half-maximal effect; nearly all actives have a fitted effect of over 55% in size; some results filed as inactive show a strong effect at the top dose; inactives centre near -15; many of its hits are not listed in these tables
# Target sequence (Q03431 whole entry, looked up): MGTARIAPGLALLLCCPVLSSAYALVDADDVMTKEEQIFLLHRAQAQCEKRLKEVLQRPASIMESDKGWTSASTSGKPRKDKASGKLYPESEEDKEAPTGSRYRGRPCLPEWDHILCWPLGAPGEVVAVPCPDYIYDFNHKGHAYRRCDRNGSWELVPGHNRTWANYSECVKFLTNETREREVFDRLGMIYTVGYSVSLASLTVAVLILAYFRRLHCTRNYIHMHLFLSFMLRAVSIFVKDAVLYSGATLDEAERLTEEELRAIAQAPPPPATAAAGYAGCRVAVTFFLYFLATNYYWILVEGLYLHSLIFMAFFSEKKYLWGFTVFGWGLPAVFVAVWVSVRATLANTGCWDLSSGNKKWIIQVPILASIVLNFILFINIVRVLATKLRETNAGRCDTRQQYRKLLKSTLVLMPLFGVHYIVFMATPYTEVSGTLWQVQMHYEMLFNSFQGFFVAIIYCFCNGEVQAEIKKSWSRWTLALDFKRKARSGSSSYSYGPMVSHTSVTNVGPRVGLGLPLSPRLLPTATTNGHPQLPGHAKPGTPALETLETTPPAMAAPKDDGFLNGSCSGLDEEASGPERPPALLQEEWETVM
#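 HEK-293-derived GP2 cells expressing PTHR1 and a GloSensor cAMP reporter, 3,000/well, plated overnight, given luciferin plus IBMX (each 0.5 mM as added) for 1 h at 37 °C, then compound for 1 h at 37 °C. Luminescence was read after 15 min at room temperature.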
# GLP1R ag: GLP-1 receptor (human) agonism; AID 624172; P43220; HEK293 GLP-1R CRE-luciferase, luminescence, 4-6 h; cells express a hypersensitive GLP-1R form; Potency, µM (series often up to 45.6 µM), inactives show top-dose activation, hits mostly activators; hit rate 0.007% among 380,000; also: potency is read from the fitted curve at half-maximal effect; % of control where 0% means no effect
# FUS suppressor: suppressors of FUS proteinopathy in yeast | Potency, µM (series often up to 76.6 µM), without a hit: at the top dose growth rescue (activation), most hits filed as activators | hit rate 0.24% among 390,000 | S. cerevisiae FUS-expressing, growth rescue, OD600, 24 h;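 also: potency is read from the fitted curve at half-maximal effect; plate controls were DMSO vehicle for no effect and reference control for full effect; nearly all actives have a fitted effect of over 55% in size; some results filed as inactive show a strong effect at the top dose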
#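 S. cerevisiae expressing FUS from galactose induction served as the toxicity model. Growth after 24hr at 30C, read as absorbance at 600 nm, indicates suppression of toxicity; compounds dosed at several concentrations.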
# * hit, by the source's call; i = inactive; ? = inconclusive; / = not tested or not shown; [ ] = dose if it differs, or a comment. Unless noted, calls follow the shape of the dose curve; as a rule, active = well fitted curve in the direction sought with a large enough effect; inconclusive = small, poorly fitted or top-dose-only effect, or another doubt; inactive = no such curve, though single readings can be large; an effect the other way counts as inactive or inconclusive. A portion of the library; rates above refer to the full screens.
SMILES	Akt phos inh	Abeta rescue	aSyn rescue	GLP-1R inv ag	D3 antag	TDP-43 yeast inh	PTHR1 agonist	GLP1R ag	FUS suppressor
Cc1cc2oc(=O)cc(CN3CCCCC3C)c2cc1C(C)C (stereo not given)	i	-1%	-1%	?	11	2%	-15%	16%	10%
COc1ccc(Br)c(OC)c1C(=O)NC(=O)Nc1c(F)cccc1F	i	-4%	6%	?	0	22%	-5%	-4%	-6%
O=C(Nc1cccc(C(F)(F)F)c1)C1(c2ccccc2)CC1	i	9%	-7%	?	-10	-5%	-5%	0%	/
O=S1(=O)[C@H]2C[C@@H]3C=C[C@@]2(CN1Cc1ccccc1F)O3	i	4%	1%	22%	0	15%	i	0%	-14%
CCOC(=O)C1C(O)=CC(=O)CC1c1ccccc1 (stereo not given)	i	-5%	4%	-8%	-7	12%	-25%	-2%	25%
CCOc1ccccc1NC(C)C(=O)Nc1cc(C(F)(F)F)ccc1N1CCOCC1 (stereo not given)	i	-5%	13%	?	44	13µM*	-5%	6%	/
Cc1cc(C(=O)Nc2cc(C(C)(C)C)on2)c(C)o1	i	-12%	-2%	9%	-9	4%	i	-5%	-2%
O=C(COC(=O)Cc1cccs1)Nc1ccc(OC(F)(F)F)cc1	i	-5%	-8%	10%	-13	2%	i	0%	10%
CC[C@@]1(C(=O)OC)N[C@H](CN(C)S(=O)(=O)c2ccc(OC(F)(F)F)cc2)[C@@H]2C(=O)N(C)C(=O)[C@@H]21	i	-11%	0%	-1%	11	4%	-17%	-3%	19%
CCOc1ccc(NC(=O)C2CCN(S(=O)(=O)c3c(C)n[nH]c3C)CC2)cc1	i	-4%	-9%	-26%	-17	-23%	i	3%	2%
CC1=C(C)CC(C(=O)N2CCN(Cc3ccc4c(c3)OCO4)CC2)C(C(=O)O)C1 (stereo not given)	i	6%	-3%	8%	-2	-29%	i	4%	20%
CCCC(=O)NC(C)c1nc2ccccc2n1C(C)C (stereo not given)	i	-1%	-7%	-12%	-23	0%	i	0%	-27%

# (listing goes on)
SMILES	Akt phos inh	Abeta rescue	aSyn rescue	GLP-1R inv ag	D3 antag	TDP-43 yeast inh	PTHR1 agonist	GLP1R ag	FUS suppressor
Cc1cc2c(c(SCC(N)=O)n1)C(=O)OC2	i	-2%	0%	-6%[0.307 µM]	-7	0%	5%	-14%	-6%
O=C(Cc1cccc(NC(=O)C2CCN(C(=O)C3CC3)CC2)c1)Nc1cccc(C(=O)N2CCOCC2)c1	i	7%	2%	1%	-18	27%	-16%	-5%	-14%
COc1cccc(-c2cc(C(F)(F)F)nc(N3CCC(C)CC3)n2)c1	i	10%	-2%	?	18	11%	-6%	-4%	-21%
O=C(CSc1nc(-c2ccccc2)ns1)N1CCOCC1	i	-9%	-1%	18%	2	5%	i	-1%	-4%
CN1CCN(C(=O)c2ccc(C3SCC(=O)N3Cc3ccco3)cc2)CC1 (stereo not given)	i	-3%	-3%	?	-59*	-28%	i	2%	19%
Brc1ccc(C2C3=C(Nc4ncnn42)c2ccccc2OC3c2ccncc2)cc1 (stereo not given)	i	10%	1%	?	20	21%	i	-4%	?
CC(=O)Nc1ccc(NC(=O)C2CCN(c3cnccn3)CC2)cc1	/	0%	/	3%	/	21%	-9%	/	-11%
N#C/C(=C1\CCCN1)c1nc(-c2ccccc2)cs1	i	-8%	?	13%	5	9%	-14%	27%	-1%
Cc1cc(-c2cccc([N+](=O)[O-])c2)nc2ccccc12	i	-8%	-2%	34%[activator]	12	11µM*	i	19%	-4%
Cc1oc(-c2ccccc2)nc1Cn1cccc1C1=NC(c2ccccc2)CO1 (stereo not given)	i	-27%	-2%	?	-7	-16%	-33%[inhibitor]	7%	22%
COc1cccc(NS(=O)(=O)c2c(C)nc3sccn3c2=O)c1	i	0%	12%	7%	3	?	-4%	3%	-17%
CC(=O)COc1cc(C)cc2oc(=O)cc(-c3ccccc3)c12	i	-2%	?	22%	4	7%	i	-4%	-38%

# Following part
# Labels used below – A = Akt phos inh; B = Abeta rescue; C = aSyn rescue; D = GLP-1R inv ag; E = D3 antag; F = TDP-43 yeast inh; G = PTHR1 agonist; H = GLP1R ag; I = FUS suppressor
> O=C(c1cccc(F)c1)N1CCCc2ccccc21
  A: i; B: 11%; C: -2%; D: 6%; E: 3; F: 0%; G: i; H: -3%; I: -19%
> Cc1ccc2nc(NC(=O)CN3C(=O)NC4(CCCC4)C3=O)sc2c1
  A: i; B: 2%; C: 1%; D: ?; E: -16; F: 10%; G: i; H: -4%; I: -8%
> CCOC(=O)CSC1=C(C#N)C(c2ccccc2)C(C(C)=O)=C(C)N1 (stereo not given)
  A: i; B: -27%; C: -15%; D: 9%; E: -10; F: 9%; G: i; H: 13%; I: ?
> COc1ccc(CNC(=O)CN2C(=O)NC3(CCCc4sccc43)C2=O)cc1OC (stereo not given)
  A: i; B: -11%; C: -2%; D: 3%; E: 1; F: 0%; G: -21%; H: 1%; I: 17%
> NS(=O)(=O)c1ccc(CCNC(c2ccccc2)c2ccccc2)cc1
  A: i; B: -24%; C: -1%; D: ?; E: -23; F: 1%; G: i; H: 1%; I: -14%
> CCN(CC(=O)NCc1cccs1)C(=O)c1ccc(S(=O)(=O)Nc2ccccc2OC)cc1
  A: i; B: -8%; C: -3%; D: -20%; E: -8; F: 22%; G: i; H: -2%; I: 6%
> O=c1c2ccccc2c(-c2ccccc2)nn1-c1ccc(Cl)c(Cl)c1
  A: i; B: -5%; C: -5%; D: ?; E: -7; F: -3%; G: -12%; H: 24%; I: -32%
> CCOC(=O)c1c(/N=C/N(C)C)sc(C)c1C
  A: i; B: 0%; C: 4%; D: 120%[activator]; E: 15; F: -15%[0.397 µM]; G: -5%; H: 38%; I: 16%
> CCCC(=O)Nc1ccc2c(c1)nc1n2CCN(C2CCCCC2)C1
  A: i; B: 3%; C: 0%; D: 3%; E: 5; F: 20%[9.22 µM]; G: -24%; H: 8%; I: ?
> Cc1ccc(OCC(=O)Nc2nnc(SCc3cc(=O)c4ccccc4[nH]3)s2)cc1C
  A: /; B: -9%; C: /; D: 14%; E: /; F: 16%; G: -35%[inhibitor]; H: /; I: -21%

# Rewritten with values under each structure: part of the list above
# Results follow in this order: Akt phos inh	Abeta rescue	aSyn rescue	GLP-1R inv ag	D3 antag	TDP-43 yeast inh	PTHR1 agonist	GLP1R ag	FUS suppressor
NS(=O)(=O)c1ccc(CCNC(c2ccccc2)c2ccccc2)cc1
 : i	-24%	-1%	?	-23	1%	i	1%	-14%
CCN(CC(=O)NCc1cccs1)C(=O)c1ccc(S(=O)(=O)Nc2ccccc2OC)cc1
 : i	-8%	-3%	-20%	-8	22%	i	-2%	6%
O=c1c2ccccc2c(-c2ccccc2)nn1-c1ccc(Cl)c(Cl)c1
 : i	-5%	-5%	?	-7	-3%	-12%	24%	-32%
CCOC(=O)c1c(/N=C/N(C)C)sc(C)c1C
 : i	0%	4%	120%[activator]	15	-15%[0.397 µM]	-5%	38%	16%
CCCC(=O)Nc1ccc2c(c1)nc1n2CCN(C2CCCCC2)C1
 : i	3%	0%	3%	5	20%[9.22 µM]	-24%	8%	?
Cc1ccc(OCC(=O)Nc2nnc(SCc3cc(=O)c4ccccc4[nH]3)s2)cc1C
 : /	-9%	/	14%	/	16%	-35%[inhibitor]	/	-21%

# New compounds follow
# Labels used below – A = Akt phos inh; B = Abeta rescue; C = aSyn rescue; D = GLP-1R inv ag; E = D3 antag; F = TDP-43 yeast inh; G = PTHR1 agonist; H = GLP1R ag; I = FUS suppressor
> CSC1=NSC2=NC(=O)/C(=C\c3coc4ccccc4c3=O)C(=N)N12
  A: i; B: -84%[inhibitor]; C: -62%[inhibitor]; D: -8%; E: 4; F: -93%[inhibitor]; G: -31%[inhibitor]; H: -2%; I: /
> CN(C)N=Nc1ccc(S(=O)(=O)NC(Cc2ccccc2)C(=O)O)cc1 (stereo not given)
  A: i; B: -20%; C: -6%; D: 12%; E: 0; F: /; G: i; H: -2%; I: 11%
> COc1ccc(-n2c(=S)[nH]c(=O)c3cccnc32)cc1
  A: i; B: 6%; C: 2%; D: 58%[activator]; E: 10; F: 0%; G: i; H: 5%; I: 4%
> CC(Oc1ccc(Br)cc1)C(=O)Nc1nc(-c2ccccn2)cs1 (stereo not given)
  A: i; B: -82%[inhibitor]; C: ?; D: ?; E: -18; F: ?; G: -41%[inhibitor]; H: -4%; I: ?
> CCN(C(=O)CN1CCOCC1)C1(C)C(=O)c2ccccc2C1=O
  A: i; B: 1%; C: 6%; D: 43%[activator]; E: 2; F: 3%; G: i; H: -1%; I: -14%
> CCOC(=O)c1sc(=NC(=O)c2ccc(S(=O)(=O)N(C)c3ccccc3)cc2)n(C)c1C
  A: i; B: 7%; C: 0%; D: 0%; E: 52; F: 1%; G: -30%[inhibitor]; H: 5%; I: /
> CCOC(=O)c1sc2nc(SCC#N)n(CCCN3CCCC3=O)c(=O)c2c1C
  A: i; B: 1%; C: 2%; D: 4%; E: -21; F: -14%; G: -5%; H: 16%; I: 30%
> O=c1[nH]c(C2CCN(S(=O)(=O)c3ccccc3F)CC2)nc2c1nnn2Cc1ccc(OC(F)(F)F)cc1
  A: i; B: -13%; C: 1%; D: 7%; E: 14; F: 23%; G: i; H: 0%; I: -10%
> Cc1ccc(S(=O)(=O)Oc2ccc(/C=C(/NC(=O)c3ccccc3)C(=O)Nc3ccccc3)cc2)cc1
  A: i; B: -2%; C: 1%; D: -14%; E: -5; F: -12%; G: -13%[57.5 µM]; H: -16%; I: 20%
